# Source: PubChem (several laboratories)
# CHRM5 antagonist: blocks acetylcholine activation of human M5 receptor; inhibition, % at 3 µM; AID 624040; CHO-hM5 cells, Fluo-8 calcium fluorescence, ACh EC80; 360,000 compounds, 0.59% hits; P08912;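 active = inhibition above a per-plate cutoff, the mean of that plate's test compounds plus 3 SD, cut at about 27% in these data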;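 also: 0% = acetylcholine EC80 with DMSO and 100% = DMSO without agonist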
# Target sequence (P08912 whole entry, looked up): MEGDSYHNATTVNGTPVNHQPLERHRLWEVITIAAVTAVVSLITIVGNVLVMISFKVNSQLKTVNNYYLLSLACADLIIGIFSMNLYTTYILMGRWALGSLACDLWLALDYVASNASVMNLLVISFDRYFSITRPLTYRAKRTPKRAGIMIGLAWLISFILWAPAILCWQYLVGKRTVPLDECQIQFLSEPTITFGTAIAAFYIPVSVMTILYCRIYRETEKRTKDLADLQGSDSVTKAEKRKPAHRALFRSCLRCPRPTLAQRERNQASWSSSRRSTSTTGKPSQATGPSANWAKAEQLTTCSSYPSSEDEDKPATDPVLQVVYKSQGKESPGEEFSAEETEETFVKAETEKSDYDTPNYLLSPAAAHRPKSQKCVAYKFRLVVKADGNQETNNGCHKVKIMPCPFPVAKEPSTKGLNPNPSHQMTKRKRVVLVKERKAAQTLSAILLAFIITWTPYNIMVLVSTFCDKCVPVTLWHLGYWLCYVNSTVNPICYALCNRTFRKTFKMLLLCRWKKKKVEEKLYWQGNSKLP
# CRFR2-BP ag: CRF-BP/CRF-R2 complex agonism | HEK293 CRF-R2/CRF-BP, calcium dye fluorescence (FLIPR); percent of saturating CRF peptide response | activation, % at 13.2 µM | 350,000 compounds, 0.46% hits;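 active = activation of at least 50%, plus an integration ratio under a set limit after plate pattern correction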;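 also: plate controls were neutral control wells without compound for no effect and CRF at EC100 for full effect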
# CRFR2-BP antag: blocks CRF-induced signaling of the CRF-BP/CRF-R2 complex; 350,000 compounds, 0.59% hits; inhibition, % at 11.8 µM; HEK293 CRF-R2/CRF-BP, CRF-induced calcium fluorescence;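 active = inhibition of the ligand-induced calcium signal above about 50% at the single tested concentration, limit read from the data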
# CHRM5 PAM: potentiates acetylcholine response at human M5 receptor | CHO-K1 hM5, Fluo-8 calcium, ACh EC20 PAM; 0% = ACh EC20, 100% = ACh EC100 | activation, % at 3 µM | 360,000 compounds, 0.3% hits;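 active = activation above the run cutoff, the mean activation of all test compounds plus 3 SD, cut at about 18% in these data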
#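 Test system: CHO-K1 hM5 cells / Doses: single-point, 3 µM nominal / Times: Post-acetylcholine fluorescence recording 140 s / Technique: Fluo-8 calcium fluorescence / Measure: Max/basal fluorescence ratio as % of EC20–EC100 ACh window / Benchmarks: low control EC20 acetylcholine (0%), high control EC100 acetylcholine (100%) / Replicates: one well per compound, no replicates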
# CHRM4 PAM: potentiates acetylcholine response at human M4 receptor. activation, % at 3 µM. P08173. 360,000 compounds, 0.4% hits. CHO-K1 hM4/Gqi5, Fluo-8 calcium fluorescence, ACh EC20; 0% = ACh EC20, 100% = maximal ACh;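 active = activation above its plate's cutoff, the mean activation of sample wells plus 3 SD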; also: some results filed as inactive read as strong as hits
# Target sequence (P08173 whole entry, looked up): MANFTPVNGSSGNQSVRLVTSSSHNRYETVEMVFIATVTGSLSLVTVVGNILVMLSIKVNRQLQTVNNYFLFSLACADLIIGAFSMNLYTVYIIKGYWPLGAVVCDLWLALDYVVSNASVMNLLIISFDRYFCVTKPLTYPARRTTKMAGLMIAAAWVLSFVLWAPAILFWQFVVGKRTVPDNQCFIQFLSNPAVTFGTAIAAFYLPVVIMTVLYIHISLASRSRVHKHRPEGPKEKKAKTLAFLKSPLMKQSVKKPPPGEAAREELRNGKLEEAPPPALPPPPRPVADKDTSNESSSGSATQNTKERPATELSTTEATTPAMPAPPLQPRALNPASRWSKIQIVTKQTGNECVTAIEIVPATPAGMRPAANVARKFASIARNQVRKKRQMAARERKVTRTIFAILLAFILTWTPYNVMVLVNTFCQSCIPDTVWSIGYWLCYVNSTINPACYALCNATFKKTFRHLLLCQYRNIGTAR
# M4 ag: CHRM4 agonism in calcium assay. 360,000 compounds, 0.14% hits. CHO-K1 hM4/Gqi5, Fluo-8 calcium fluorescence; vehicle 0%, full acetylcholine response 100%. P08173. activation, % at 3 µM;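 active = activation above the run mean over all test wells plus 3 SD, cut at about 32% in these data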;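 also: peak over basal fluorescence ratio per well then scaled between controls; 0% = DMSO wells and 100% = acetylcholine at EC100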
# M1 PAM: potentiates human M1 receptor response to acetylcholine; 360,000 compounds, 0.088% hits; CHO-K1 hM1, Fluo-8 calcium fluorescence, ACh EC20; 0% = ACh EC20, 100% = maximal ACh; AID 588819; activation, % at 3 µM; P11229; in the data active = activation above about 19%, passing the limit was not always enough
# CHRM4 antagonist: antagonists of human muscarinic M4 receptor (CHRM4). CHO-hM4 cells, ACh EC80, Fluo-8 calcium fluorescence. inhibition, % at 3 µM. 360,000 compounds, 0.73% hits;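 active = inhibition above its plate's cutoff, the mean inhibition of sample wells plus 3 SD, cut at about 27% in these data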;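 also: 0% = acetylcholine EC80 with DMSO and 100% = DMSO without agonist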
# CHRM5 agonist: CHRM5 agonism in calcium assay; P08912; CHO-K1 hM5 cells, Fluo-8 calcium fluorescence; 0% DMSO wells, 100% maximal acetylcholine response; activation, % at 3 µM; 360,000 compounds, 0.19% hits;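 active = activation above the run's mean over test compounds plus 3 SD, cut at about 23% in these data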;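 also: signal is peak over basal fluorescence ratio across the kinetic read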
# Active calls of the source: *; . = not tested or not shown.
# Sample of the layout (2 entries):
SMILES,CHRM5 antagonist,CRFR2-BP ag,CRFR2-BP antag,CHRM5 PAM,CHRM4 PAM,M4 ag,M1 PAM,CHRM4 antagonist,CHRM5 agonist
S=c1[nH]nc(-c2ccco2)n1-c1ccccc1Cl,10,2.7,-1,3,-5,1,9,7,-1
COc1cc(NC(C)=O)c2ncccc2c1[N+](=O)[O-],11,-0.9,-23,-13,-7,14,-5,-6,4

# All compounds of this part, from the start:
SMILES,CHRM5 antagonist,CRFR2-BP ag,CRFR2-BP antag,CHRM5 PAM,CHRM4 PAM,M4 ag,M1 PAM,CHRM4 antagonist,CHRM5 agonist
S=c1[nH]nc(-c2ccco2)n1-c1ccccc1Cl,10,2.7,-1,3,-5,1,9,7,-1
COc1cc(NC(C)=O)c2ncccc2c1[N+](=O)[O-],11,-0.9,-23,-13,-7,14,-5,-6,4
CCCCCOc1ccc(C(=O)N(Cc2ccco2)C2CCS(=O)(=O)C2)cc1 (stereo unspecified),-5,-6.0,0,3,0,3,2,6,5
N#Cc1nc(Cc2cccc3ccccc23)oc1NCc1ccco1,5,-4.8,-21,-5,-5,-1,0,9,-6
CC(=O)Nc1cccc(NC(=O)CSc2ccc(-c3ccccn3)nn2)c1,11,-0.4,-2,-7,-5,3,3,-3,2
O=C(NCC1OCCCN1S(=O)(=O)c1cc(F)ccc1F)C(=O)NC1CCCC1 (stereo unspecified),9,-1.7,-1,-10,-7,4,-5,0,0
Cc1nn(C)c(Cl)c1C(=O)NCC(=O)Nc1ccc(C(C)C)cc1,8,-2.6,-12,0,6,4,-1,1,0
O=C(COc1ccc2c3c(c(=O)oc2c1)CCC3)Nc1ccc(CN2CCOCC2)cc1,10,2.0,-1,-8,5,4,-2,-12,-1
Cn1c(SCc2c(Cl)cccc2Cl)nc(C(F)(F)F)cc1=O,1,6.0,-75,-5,-3,-1,4,4,-1
CC(=O)NC(Cc1c[nH]c2ccccc12)C(=O)OCC(=O)N1CCCCCC1 (stereo unspecified),6,-0.4,2,7,5,0,3,-1,-3
Cc1ccc(C(=O)N(Cc2ccc3c(c2)OCO3)Cc2nc3ccccc3c(=O)[nH]2)cc1,-1,0.0,7,-1,4,0,-7,9,8
COc1ccc(S(=O)(=O)N2CCCC(C(=O)NCc3ccccc3)C2)cc1 (stereo unspecified),7,-2.6,3,-5,2,1,14,-27,-2
CNC(=O)OCc1snc(-c2ccccc2)c1COC(=O)NC,1,.,.,1,12,2,8,-10,1
CC(C)C1C(=O)N(Cc2cn(CCC3OCCO3)nn2)CCS(=O)(=O)N1Cc1ccc(-c2ccccc2Cl)cc1 (stereo unspecified),6,.,.,-6,-3,12,6,0,-1
CCN1/C(=C2/SC(=S)N(NC(C)=O)C2=O)Sc2ccc(OC)cc21,13,5.5,-5,0,-1,5,3,8,0
C=CCc1ccc(OCCOCCOc2ccccc2[N+](=O)[O-])c(OC)c1,-7,0.8,4,-3,-5,3,-5,7,-5
S=c1[nH]nc(-c2ccccc2)n1/N=C/c1ccc(Cl)cc1,15,-1.4,13,-9,-12,15,-19,13,-3
O=C(N/N=C/c1c[nH]c2ccccc12)c1ccccc1Cl,7,1.5,0,-7,-4,4,4,8,-2
O=C(CCCl)Nc1nc2c(s1)CCc1ccccc1-2,6,-1.4,-1,-8,-4,0,-1,-4,-3
CCOC(=O)c1nc(C)n(-c2cc(OC)c(Cl)cc2Cl)n1,10,-1.0,-19,3,-2,0,15,3,-1
COC(=O)c1cccc(NC(=O)Cc2ccccc2[N+](=O)[O-])c1C,1,-0.3,-6,-2,4,1,9,9,-1
Cc1ccc(C)c2[nH]c(=O)c(CCNC(=O)Cc3cccs3)cc12,-1,-1.8,-10,-7,-2,2,-6,-6,3
c1ccc(-c2sc3ccccc3c2-c2ccc(OCCN3CCCCC3)cc2)cc1,12,3.5,6,-2,7,1,10,3,1
S=c1[nH]nc(CSCc2ccc(Cl)cc2Cl)n1-c1ccccc1,-3,-0.6,-22,-2,0,.,-1,3,4
CCn1nccc1C(=O)Nc1cc(Cl)cc(Cl)c1,-1,-2.8,-25,-3,-3,5,-4,-4,-3
CSCC[C@H](NC(=O)[C@@H]1Cc2ccccc2CN1)C(=O)NC(C)c1ccccc1 (stereo partly specified),10,1.6,-14,-6,-4,1,-2,3,-4
CCC(Oc1ccccc1)C(=O)N1CCN(C(=O)C(CC)Oc2ccccc2)CC1 (stereo unspecified),5,0.3,-1,-3,0,7,9,-13,4
COCCOc1ccc(C(F)(F)F)cc1NC(=O)COC(=O)c1ccc(N2CCCC2=O)cc1,14,-5.0,-5,-7,-4,0,0,7,-1
CN(C)c1cc(NC(=O)CN2CCCC2)c2ccccc2n1,-2,-0.5,4,7,3,1,7,4,-3
COc1ccc(/C=C2\SC(=O)N(CC(=O)Nc3cccc(C)c3)C2=O)cc1O,-7,-0.3,-9,-13,-11,11,11,7,0
O=C(c1ccc(Cl)nc1)N1CCc2ccccc2C1,1,8.4,1,-4,2,0,5,8,1
CCCNC(=O)c1ccc2c(c1)ncn2-c1cc(C)cc(C)c1,3,-5.2,3,6,1,1,6,-6,4
COc1ccccc1NC(=S)NNC(=O)c1nn(C)c(C)c1Cl,0,-0.2,-6,7,-1,1,-3,-2,-2
O=C(c1cc(Cl)cc(Cl)c1)N1CCC(=O)N(C(COCc2ccccc2)Cc2ccccc2)CC1 (stereo unspecified),5,5.8,11,0,1,7,1,-5,-2
COc1ccccc1CNC(=O)C1CCN(c2nc3ccccc3o2)CC1,-16,-5.3,-46,7,6,1,-1,-6,-2
Cc1cc(Br)ccc1SCC(=O)Nc1cccnc1,5,-0.1,-2,-10,-6,9,6,-6,-1
COc1ccc(N/N=C(\C#N)C(=O)NCCc2ccc(OC)c(OC)c2)cc1,12,-1.3,3,-12,-5,5,0,-3,1
O=C1C=C(Nc2cccc(O)c2)CC(c2ccco2)C1 (stereo unspecified),1,-0.9,27,-2,0,0,7,8,0
COc1ccc(CCNC(=O)C(=O)NCc2ccccn2)cc1,3,-3.0,-1,10,28,1,12,8,-4
Cc1ccc(NC2SC(=O)N(CC(=O)O)C2=O)cc1 (stereo unspecified),4,0.6,14,-3,7,2,-3,7,2
O=C(c1cc([N+](=O)[O-])ccc1Cl)N1CCN(c2ccc(F)cc2)CC1,8,-2.5,18,-7,-3,2,9,0,1
NC(=O)CCN(C1CCCCC1)S(=O)(=O)c1cccc2nsnc12,6,-0.8,0,0,-6,1,0,-7,-3
Cc1ccc(C)c(NC(=S)NCC(c2ccccc2)N(C)C)c1 (stereo unspecified),-3,-1.5,-9,-3,1,3,-5,-12,-12
CC(C(=O)N1c2ccccc2CCc2ccccc21)n1nnc(-c2ccc(N(C)C)cc2)n1 (stereo unspecified),0,-0.1,19,1,-7,-1,0,4,-7
CCOC(=O)CC(=O)c1[nH]c(C)c(C(=O)OCC)c1C,7,0.3,-13,-7,-4,0,-2,5,2

# 4 entries already listed, ordered by their value in CHRM5 antagonist, descending.
SMILES,CHRM5 antagonist,CRFR2-BP ag,CRFR2-BP antag,CHRM5 PAM,CHRM4 PAM,M4 ag,M1 PAM,CHRM4 antagonist,CHRM5 agonist
O=C(c1cc([N+](=O)[O-])ccc1Cl)N1CCN(c2ccc(F)cc2)CC1,8,-2.5,18,-7,-3,2,9,0,1
Cc1cc(Br)ccc1SCC(=O)Nc1cccnc1,5,-0.1,-2,-10,-6,9,6,-6,-1
COc1ccccc1NC(=S)NNC(=O)c1nn(C)c(C)c1Cl,0,-0.2,-6,7,-1,1,-3,-2,-2
COc1ccccc1CNC(=O)C1CCN(c2nc3ccccc3o2)CC1,-16,-5.3,-46,7,6,1,-1,-6,-2

# Whole records, looked up by structure:
# CC(C)C1C(=O)N(Cc2cn(CCC3OCCO3)nn2)CCS(=O)(=O)N1Cc1ccc(-c2ccccc2Cl)cc1 (stereo unspecified) is listed with CHRM5 antagonist = 6; CRFR2-BP ag = .; CRFR2-BP antag = .; CHRM5 PAM = -6; CHRM4 PAM = -3; M4 ag = 12; M1 PAM = 6; CHRM4 antagonist = 0; CHRM5 agonist = -1
# O=C(COc1ccc2c3c(c(=O)oc2c1)CCC3)Nc1ccc(CN2CCOCC2)cc1 is listed with CHRM5 antagonist = 10; CRFR2-BP ag = 2.0; CRFR2-BP antag = -1; CHRM5 PAM = -8; CHRM4 PAM = 5; M4 ag = 4; M1 PAM = -2; CHRM4 antagonist = -12; CHRM5 agonist = -1
# CC(=O)Nc1cccc(NC(=O)CSc2ccc(-c3ccccn3)nn2)c1 is listed with CHRM5 antagonist = 11; CRFR2-BP ag = -0.4; CRFR2-BP antag = -2; CHRM5 PAM = -7; CHRM4 PAM = -5; M4 ag = 3; M1 PAM = 3; CHRM4 antagonist = -3; CHRM5 agonist = 2

# A few values from the results shown.
# Under CHRM4 PAM, Cc1cc(Br)ccc1SCC(=O)Nc1cccnc1 has the entry -6
# Under CHRM5 antagonist, NC(=O)CCN(C1CCCCC1)S(=O)(=O)c1cccc2nsnc12 has the entry 6

# (listing goes on)
SMILES,CHRM5 antagonist,CRFR2-BP ag,CRFR2-BP antag,CHRM5 PAM,CHRM4 PAM,M4 ag,M1 PAM,CHRM4 antagonist,CHRM5 agonist
COc1ccc(S(=O)(=O)Nc2cc3c4c(c2)CC(=O)N4CCC3)cc1OC,1,-0.9,21,2,-3,1,3,-3,1
c1ccc2nc(N3CCOCC3)c(N3CCCC3)nc2c1,13,-3.6,0,-2,-1,1,3,5,2
O=C1OC(N2CCN(Cc3ccccc3)CC2)c2ccccc21 (stereo unspecified),-3,-0.4,2,6,6,2,0,-17,0
Cc1c(NC(=O)Nc2ccc(Cl)cc2)c(=O)n(-c2ccccc2)n1C,5,-2.5,41,-1,-3,1,-1,8,1
CC(=O)c1cc2c(cc1NS(=O)(=O)c1ccc(C)cc1)OCO2,3,-1.2,27,-10,-9,-1,-12,-3,-10
CN(C)CCCN(Cc1ccccc1)C(=S)Nc1ccc(OC(F)F)cc1,11,-3.6,-14,-14,-11,3,-26,11,-8
CCNC(=O)/C(C#N)=C/c1c(N2CCN(C)CC2)nc2c(C)cccn2c1=O,-3,1.2,13,0,-3,0,6,1,-4
COc1ccccc1CNC(=O)Cn1cccc1,0,0.1,17,-10,-5,0,1,9,-8
Cc1csc(NC(=S)NC(=O)c2ccccc2)n1,14,0.0,-5,0,-2,5,6,2,-1
CC(=C/c1ccc(C(C)C)cc1)/C=N/NC(=O)c1ccncc1,2,0.7,-51,-4,-5,7,-5,-4,1
COc1cccc(CNC(=O)c2ccc3nc[nH]c3c2)c1,3,2.8,-9,9,3,1,-1,-5,2
